# Compound activity deposited in PubChem BioAssay by several laboratories.
# CendR NRP1 mod = modulators of CendR peptide binding to NRP-1, primary screen, biochemical, fluorescence polarization, uHTS; Neuropilin-1 (Homo sapiens), O14786; FAM-RPARPAR peptide binding to NRP-1; inhibition, % at 25 µM; 360,000 tested, 0.85% active;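 active = inhibition or corrected inhibition above about 18%, plus a signal ratio from 0.5 to 1.5, limit read from the data, passing the limit was not always enough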; note: strong numbers were not always called active
# DNMT1 block = human DNMT1 methyltransferase inhibitors, primary screen, biochemical, molecular beacon, fluorescence, HinP1I cleavage, uHTS; AID 588458, 2011; inhibition (reported as % activation of signal), % at 10 µM; 360,000 tested, 0.83% active; in the data active = inhibition above about 50%
# Target sequence (P26358 504-1616 limits assumed): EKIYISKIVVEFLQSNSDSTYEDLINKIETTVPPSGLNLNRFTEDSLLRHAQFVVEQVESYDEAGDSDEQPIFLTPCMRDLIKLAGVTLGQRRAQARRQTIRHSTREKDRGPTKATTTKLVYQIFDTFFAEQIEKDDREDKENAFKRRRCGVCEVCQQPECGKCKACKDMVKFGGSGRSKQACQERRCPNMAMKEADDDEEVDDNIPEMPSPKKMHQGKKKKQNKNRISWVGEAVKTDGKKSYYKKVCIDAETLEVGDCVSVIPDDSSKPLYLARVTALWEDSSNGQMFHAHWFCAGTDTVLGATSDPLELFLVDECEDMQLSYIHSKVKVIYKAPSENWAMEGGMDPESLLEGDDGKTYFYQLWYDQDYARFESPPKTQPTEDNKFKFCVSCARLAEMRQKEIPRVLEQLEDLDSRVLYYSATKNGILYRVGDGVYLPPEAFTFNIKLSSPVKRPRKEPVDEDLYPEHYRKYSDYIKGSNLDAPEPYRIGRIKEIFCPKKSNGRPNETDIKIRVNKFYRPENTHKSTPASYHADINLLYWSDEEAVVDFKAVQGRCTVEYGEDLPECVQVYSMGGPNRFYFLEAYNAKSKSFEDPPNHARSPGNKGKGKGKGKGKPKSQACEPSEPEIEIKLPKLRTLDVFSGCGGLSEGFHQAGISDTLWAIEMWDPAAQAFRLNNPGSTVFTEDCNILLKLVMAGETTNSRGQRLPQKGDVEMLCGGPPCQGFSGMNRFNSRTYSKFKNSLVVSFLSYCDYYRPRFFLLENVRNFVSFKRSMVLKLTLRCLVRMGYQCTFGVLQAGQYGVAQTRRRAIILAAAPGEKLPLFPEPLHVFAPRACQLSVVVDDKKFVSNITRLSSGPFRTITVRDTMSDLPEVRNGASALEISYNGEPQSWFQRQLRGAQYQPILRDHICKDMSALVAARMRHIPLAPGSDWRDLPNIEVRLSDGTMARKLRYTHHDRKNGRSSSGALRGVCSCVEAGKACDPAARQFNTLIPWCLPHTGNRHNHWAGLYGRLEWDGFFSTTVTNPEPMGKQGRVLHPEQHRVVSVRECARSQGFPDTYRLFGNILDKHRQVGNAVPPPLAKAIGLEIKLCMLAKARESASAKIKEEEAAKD
# SUMO1 PPI mod = modulators of SUMO1 protein-protein interactions, primary screen, biochemical, uHTS; Small ubiquitin-related modifier 1 (Homo sapiens), P63165; SUMO1 binding to a labelled peptide, TR-FRET, 1 h; inhibition, % at 20 µM; 360,000 tested, 0.33% active; in the data active = inhibition above about 37%
# E coli Lon inh = inhibitors of E. coli Lon protease, primary screen, biochemical, fluorescence polarization | P0A9M0 | purified E. coli Lon protease | inhibition, % at 7.94 µM | 360,000 tested, 0.42% active | AID 602123, 2011; in the data active = inhibition above about 13%, passing the limit was not always enough;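 note: 0% = enzyme with probe and DMSO and 100% = no enzyme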
# Scp1 inh = Scp-1 phosphatase inhibitors, primary screen, biochemical, colorimetric, uHTS | Recombinant Scp1, phosphopeptide, malachite green phosphate absorbance | inhibition, % at 20 µM | 340,000 tested, 0.88% active | AID 493091, 2011;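 active = inhibition above about 50% at 20 µM, limit read from the data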;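 note: plate controls were DMSO wells with enzyme for no effect and wells lacking enzyme for full effect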
#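 Material – SCP-1 phosphatase catalytic domain, residues 76-261 · Buffer or medium – Acidic Tris acetate buffer with magnesium and detergent · Also added – Phospho 17-mer peptide substrate · Compound – single 20 µM dose, 1% DMSO · Times – 45 min room-temperature reaction, 5 min colour, 30 min stabiliser · Technique – Phosphate-binding colour reagent, absorbance read at 630 nm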
# Tb MetRS inh = T. brucei MetRS inhibitors, primary screen, biochemical, luminescence; inhibition, % at 11.9 µM; methionyl-tRNA synthetase (Trypanosoma brucei brucei); AID 624268, 2012; purified T. brucei MetRS, ATP depletion, Kinase-Glo luminescence; 360,000 tested, 0.4% active;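 active = inhibition above a per-plate cutoff of the control wells' mean inhibition plus 3 SD, cut at about 5.5% in these data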;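 note: 0% = DMSO wells median and 100% = median of wells with control inhibitor compound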
#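 Material – parasite MetRS enzyme · Medium – HEPES-MgCl2-KCl buffer plus DTT, spermine, BSA, pyrophosphatase · Reagent – ATP, methionine and E. coli bulk tRNA substrates · Times – 15 min enzyme-compound preincubation, 2 h reaction, 10 min detection, 25 °C · Measured by – luminescence of leftover ATP · Evaluation – percent inhibition relative to median high and low control wells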
# LMPTP block = LMPTP phosphatase inhibitors, primary screen, biochemical, fluorescence intensity, uHTS. 360,000 tested, 0.22% active. AID 651560, 2012. recombinant LMPTP-A, OMFP fluorogenic substrate. Low molecular weight phosphotyrosine protein phosphatase (Homo sapiens), P24666. inhibition, % at 20 µM;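 active = compounds that cut the enzyme signal by at least half of the control window in the single-dose screen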;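 note: plate controls were DMSO wells with enzyme plus substrate for no effect and substrate without enzyme for full effect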
#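 Buffer or medium: Bis-Tris pH 6.0, DTT, detergent; Assay system: LMPTP-A enzyme; Quantity: 0.625 nM enzyme; Detection: endpoint fluorescence intensity; Times: 50 min dark incubation at room temperature; Controls: substrate-only low control, DMSO enzyme-plus-substrate high control; Doses: single 20 µM dose; Read-out: percent inhibition versus substrate-only and uninhibited controls; Reagent: 400 µM OMFP.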
# MsrA inhibitor = bovine MsrA enzyme inhibitors, primary screen, biochemical, absorbance, HTS; Methionine sulfoxide reductase A (Bos taurus); inhibition, % at 15.5 µM; purified bovine MsrA, absorbance read-out; 360,000 tested, 0.75% active; in the data active = inhibition above about 4.5%;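 note: 0% = vehicle wells with enzyme and 100% = reference inhibitor wells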
# bovine MsrA act = bovine MsrA enzyme activators, primary screen, biochemical, absorbance, HTS. Methionine sulfoxide reductase A (Bos taurus). purified bovine MsrA, absorbance read-out. activation, % at 10.6 µM. 360,000 tested, 0.3% active; in the data active = activation above about 7.5%;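 note: 0% = vehicle and 100% = reference activator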
# STEP block = STEP phosphatase inhibitors, primary screen, biochemical, fluorescence intensity, uHTS; recombinant STEP, OMFP fluorogenic substrate; 360,000 tested, 0.25% active; inhibition, % at 20 µM; Tyrosine-protein phosphatase non-receptor type 5 (Homo sapiens), P54829;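 active = inhibition at 20 µM, scaled per plate between control wells, above about 37%, limit read from the data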;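 note: 0% = DMSO with enzyme and substrate and 100% = substrate only without enzyme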
#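 material = STEP tyrosine phosphatase | reagent = fluorogenic phosphatase substrate OMFP at 25 µM final | doses = single compound dose of 20 µM, 1% DMSO final | schedule = 20 min reaction, room temperature, in the dark | measured by = fluorescence, 480/540 nm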
# Starred values were filed as active, the others as inactive; . = not tested or not shown.
mol	CendR NRP1 mod	DNMT1 block	SUMO1 PPI mod	E coli Lon inh	Scp1 inh	Tb MetRS inh	LMPTP block	MsrA inhibitor	bovine MsrA act	STEP block
COc1cc(OC)nc(NC(=O)NS(=O)(=O)c2ccccc2Cl)n1	7	-3	3	-1	-5	-0.1	-2.2	-0.5	-1	-3
COc1ccc(Oc2cc(C)c3cccc(C)c3n2)cc1	-1	-3	-3	-8	-2	-1.4	1.9	-0.6	-10	1
CC(C)CCn1c(SCC(=O)c2ccccc2)nc2c1c(=O)[nH]c(=O)n2C	-8	30	0	-10	4	-1.0	-0.1	-0.5	-13	-1
CCc1nnc(NC(=O)c2oc3ccc(Br)cc3c2C)s1	-4	27	-26	-8	-1	-0.8	0.5	0.9	-12	0
CCOC(=O)CNC(=O)CNC(=O)c1nn(-c2ccc(OC)c(OC)c2)c(=O)c2ccccc12	9	1	-10	1	-1	-0.4	-1.3	0.6	0	0
Cc1ccc(C(CNC(=O)Nc2ccc(Cl)cc2)N2CCN(C)CC2)cc1 (stereo not drawn)	8	3	-4	6	-2	8.1*	-0.5	-0.3	-4	1
Cc1ccc(S(=O)(=O)N(C)C)cc1NC(=O)COC(=O)C1CC1	-13	-2	-7	-15	-3	-0.1	-0.5	1.0	1	-2
NNC(=S)NCc1ccc2c(c1)OCO2	-4	3	-4	8	-2	-0.6	-0.8	-0.8	-2	-3
O=C(Nc1ccc2c(c1)CCC2)c1cnc(Cl)c(Cl)c1	6	3	1	4	-5	-0.3	-1.1	0.4	-3	0
CNC(=O)c1nnsc1S(=O)c1ccc(Cl)cc1 (stereo not drawn)	8	2	0	-8	-4	0.1	-0.7	0.7	-8	2
CCNc1nc(Oc2ccc(C(=O)OC)cc2)nc(N2CCOCC2)n1	0	0	0	1	3	0.1	-0.4	-0.2	2	3
CCCCn1c(=O)[nH]c(=O)c2c1nc(CN1C(=O)c3ccccc3S1(=O)=O)n2CCC	16	6	-1	8	-5	-0.2	1.4	-0.1	3	0
CC(=O)c1ccc(OCc2cc(C(=O)N3CCN4CCCC4C3)no2)cc1 (stereo not drawn)	6	-2	1	-8	-5	0.2	0.6	-1.1	0	0
COCC(C)n1c(C)cc(C(=O)CSc2nc(C)c(C)c(C)n2)c1C (stereo not drawn)	-3	1	-2	-2	-13	-0.4	-1.2	-1.1	-4	-5
COc1ccc(C(OC(=O)c2ccco2)C(=O)NC2CCCCC2)cc1 (stereo not drawn)	6	3	-2	-3	0	-0.6	0.4	-0.3	-1	1
Cn1c(SCC(=O)N2CCCC2)nc2ccccc21	-7	2	-1	9	-6	-0.5	-0.3	1.5	-2	-2
COCC(=O)N(C)C1(c2nnnn2CCOC(=O)Nc2ccc(Cl)cc2)CCCCC1	8	-1	4	3	-2	-0.8	-0.5	-0.7	-7	0
CC(=O)Nc1ccc(NC(=O)C(C)OC(=O)c2ccccc2NS(=O)(=O)c2cccs2)cc1 (stereo not drawn)	-9	-4	1	-5	-5	0.5	0.7	0.4	-1	-1
O=C(CC1C(=O)NCCN1Cc1ccccc1)NCCCOc1cccnc1 (stereo not drawn)	7	-1	0	0	-9	-0.5	2.5	1.6	-11	0
CCCN(CC(=O)Nc1ccccc1C)C(=O)c1cc2ccccc2oc1=O	5	-7	-4	-11	.	0.0	0.4	2.7	1	1
COc1ccc(C(=O)NCCSCc2ccccc2Cl)cc1OC	6	-3	-1	-6	-12	-0.3	1.4	-0.8	-1	0
CN(C)c1oc(COc2ccc(F)cc2)nc1C#N	4	-2	2	-4	-7	-0.1	-0.6	1.7	-1	-2
COc1ccc(CC(=O)OCC(=O)Nc2ccc3c(c2)OCO3)cc1	-3	0	-1	-7	-7	-0.1	-1.2	-0.3	-2	-3
COc1ccc(CC(=O)N/N=C(\C)c2ccc(Br)s2)cc1	6	9	3	2	-7	-0.6	1.3	-0.8	-3	-3
CCN1CC=C2C(C#N)=C(N)C(C#N)(C#N)[C@H](c3cccc(OC)c3OC)[C@H]2C1	44	-3	-8	36*	-4	-0.8	-1.7	1.6	-5	-5
CCOC(=O)N1CCN(c2cc(=O)n(-c3ccc(Br)cc3)c(=O)[nH]2)CC1	-8	3	9	1	-5	0.0	-1.6	2.1	-6	2
O=C(NCc1ccccc1Cl)C1CCN(c2cnccn2)CC1	9	-3	-1	12	-3	-0.5	0.1	0.4	-2	-2
Cc1ccc(OCC(=O)Nc2ccccc2N2CCOCC2)c(C)c1	0	-13	-1	11	-4	-0.3	2.3	0.2	1	-1
CCOCCCNC(=O)c1ccc2c(c1)N(Cc1ccccc1)C(=O)CS2=O (stereo not drawn)	4	-1	8	3	-4	0.5	-0.5	1.4	-3	1
COc1ccccc1CCNC(=O)CCSc1nc(-c2ccco2)cc(C(F)(F)F)n1	13	-5	-2	1	1	-0.8	1.5	1.5	2	1

# (listing goes on)
mol	CendR NRP1 mod	DNMT1 block	SUMO1 PPI mod	E coli Lon inh	Scp1 inh	Tb MetRS inh	LMPTP block	MsrA inhibitor	bovine MsrA act	STEP block
Oc1ccc(/C=N/n2c(COc3ccccc3)n[nH]c2=S)c(O)c1	0	-3	2	-1	-4	-0.9	-2.8	2.4	6	1
CC(=O)ONC(=Nc1ccccc1)c1nonc1N	3	1	-2	3	11	1.2	0.0	1.1	-8	-2
CCCN(CCC)C(=O)Cn1c2ccccc2c2nc(=O)cc(C)n21	6	0	1	1	-9	-0.2	-0.4	-0.6	-6	9
O=C(N/N=C/c1ccc(O)cc1)c1nc(-c2ccccc2)n(-c2ccccc2)n1	14	5	-1	-9	-2	0.6	0.4	1.4	-3	-1
Cc1ccccc1N(C(=O)c1csnn1)C(C(=O)NC(C)(C)C)c1cccs1 (stereo not drawn)	16	0	-2	-7	2	-0.1	0.1	0.3	-9	-7
COc1ccc(-c2nc(SC)n(S(=O)(=O)c3ccccc3)n2)cc1	1	-8	0	1	-13	-0.8	1.0	0.4	-4	0
O=C(NCc1ccc(/C=N\NC(=O)C(=O)Nc2ccccc2Br)o1)C(=O)Nc1ccccc1	-52	28	1	5	43	-0.5	1.7	-0.5	-1	3
CCN(CC)C(=O)c1cccc2nc3ccccc3nc12	1	1	-32	2	-14	-0.6	-0.6	1.8	-6	-2
Cc1c(=O)n(OCc2cccc(F)c2)c2ccccc2[n+]1[O-]	-9	0	-31	6	-2	-0.3	-0.1	2.2	0	18
CC(=O)N1CCN(CC(=O)Nc2ccc(C)c(S(=O)(=O)N(C)C)c2)CC1	10	-2	0	6	11	-0.6	-2.2	-1.4	-2	-2
COc1ccc(CC(=O)Nc2cc(S(=O)(=O)N3CCCCC3)ccc2C)cc1OC	7	0	-1	1	0	0.2	0.7	-1.6	0	-2
CC(Sc1nnc(-c2ccncc2)n1C)C(=O)NCC(=O)Nc1ccc(F)c(F)c1F (stereo not drawn)	9	1	2	-9	.	0.1	-0.6	0.5	0	-2
O=C1CC(c2cccs2)c2cc3c(cc2N1)OCCO3 (stereo not drawn)	-7	-3	-1	-4	13	0.0	-0.6	1.4	-2	0
O=c1[nH]cccc1-c1nc2cc(Cl)ccc2n1Cc1ccccc1	-3	0	-6	1	-7	-0.4	0.5	1.9	-3	0
Cc1ccc(OCc2cc(C(=O)NCc3cc(F)ccc3C)no2)cn1	13	-2	-2	2	-5	0.0	1.3	1.2	-1	3
COc1ccccc1NC(=S)NC(=O)c1c(-c2ccccc2Cl)noc1C	5	-7	0	6	-9	-0.5	2.8	0.1	-4	1
COc1cc(C(=O)OC2CCOC2=O)cc(Cl)c1OC (stereo not drawn)	2	2	5	-6	1	-0.4	-0.5	0.4	-8	-2
Cc1ccc(-c2cn3c(=S)[nH]nc3s2)cc1	-16	-10	1	-8	-21	-0.1	-12	1.7	4	1
CCOC(=O)C1C(=O)CC(C)(O)C(C(=O)OCC)C1c1ccc(Br)cc1 (stereo not drawn)	11	0	-1	6	-14	0.0	-1.6	0.7	2	2
COc1ccc(CN2CCN(c3ncccn3)CC2)c(OC)c1	-14	-6	0	-7	-18	1.9	-1.4	0.1	-2	-2
COC(=O)c1ccc(/C=C/c2c(-c3ccc(OC)cc3)oc3ccc(N4CCOCC4)cc23)cc1	9	-9	-4	-4	9	-0.3	2.4	-1.2	-1	1
CN(C)n1cccc1/C=C(\C#N)S(=O)(=O)c1cccc(Cl)c1	-3	3	-5	-3	-14	-0.2	3.9	0.2	-2	0
Cc1cccc(C)c1NC(=O)C(C1CC1)n1c(-c2ccc(C(F)(F)F)cc2)nc2ccccc21 (stereo not drawn)	-3	.	-1	.	.	0.3	0.9	0.2	.	.
Cc1cc(C)c2oc(C(=O)N3CCN(Cc4ccccc4)CC3)cc(=O)c2c1	1	-2	-3	5	-13	1.8	-1.2	0.8	-3	1
CCNC(=O)C1(C)CCN(C(=O)c2ccc3c(c2)OCO3)C1 (stereo not drawn)	1	0	-1	-7	.	-0.2	-1.1	-1.0	-1	-2
COc1ccccc1C(=O)NCC(=O)NCCc1ccc(Cl)cc1	-2	3	1	-10	-1	-0.1	0.2	-0.5	-2	-2
CCCC[C@@H]1Cc2[nH][nH]c(=O)c2[C@H](c2ccc(C(C)C)cc2)O1	-1	.	6	2	.	0.0	-1.3	-1.5	-2	.

# Some of the entries so far, with each value named:
> COc1ccc(-c2nc(SC)n(S(=O)(=O)c3ccccc3)n2)cc1
- CendR NRP1 mod: 1
- DNMT1 block: -8
- SUMO1 PPI mod: 0
- E coli Lon inh: 1
- Scp1 inh: -13
- Tb MetRS inh: -0.8
- LMPTP block: 1.0
- MsrA inhibitor: 0.4
- bovine MsrA act: -4
- STEP block: 0

> O=C(NCc1ccc(/C=N\NC(=O)C(=O)Nc2ccccc2Br)o1)C(=O)Nc1ccccc1
- CendR NRP1 mod: -52
- DNMT1 block: 28
- SUMO1 PPI mod: 1
- E coli Lon inh: 5
- Scp1 inh: 43
- Tb MetRS inh: -0.5
- LMPTP block: 1.7
- MsrA inhibitor: -0.5
- bovine MsrA act: -1
- STEP block: 3
